All columns: NCI-60 one-dose screen, growth in % after 48 h at 10 µM unless noted; 100 = growth as untreated, 0 = no growth, -100 = all killed.
DU-145 = DU-145 prostate cancer; 81,000 compounds, 4.2% hits; AID 1794760
OVCAR-8 = OVCAR-8 ovarian cancer; AID 1794782; 81,000 compounds, 4.4% hits
NCI/ADR-RES = NCI/ADR-RES ovarian cells; 81,000 compounds, 4.4% hits
IGROV1 = IGROV1 ovarian cancer; 79,000 compounds, 4.7% hits
OVCAR-4 = OVCAR-4 ovarian cancer cells | 80,000 compounds, 3.7% hits
OVCAR-3 = OVCAR-3 ovarian cancer; AID 1794787; 79,000 compounds, 7% hits
OVCAR-5 = OVCAR-5 ovarian cancer; 82,000 compounds, 2.9% hits; AID 1794783
SK-OV-3 = SK-OV-3 ovarian cancer cells. 80,000 compounds, 3.2% hits. AID 1794785
* marks the source's active call; other numbers are inactive results; / = not tested or not shown; [ ] = another dose, or the depositor's remark. The calls were made as follows: active = growth percent below 10; inactive = the rest.

SMILES | DU-145 | OVCAR-8 | NCI/ADR-RES | IGROV1 | OVCAR-4 | OVCAR-3 | OVCAR-5 | SK-OV-3
O=C1/C(=C\c2cccn2Cc2ccccc2)c2ccccc2N1c1c(Cl)cccc1Cl | 95 | 91 | 71 | 28 | -2.5* | 7.0* | 39 | /
Cc1cnc(NC2CCC(=O)N2)s1 (stereo not drawn) | 107 | 102 | 96 | 113 | 100 | 111 | 91 | 100
NCCC[C@H](N)CC(=O)NC1CNC(=O)[C@H]([C@H]2C[C@H](O)N=C(N)N2)NC(=O)/C(=C/NC(N)=O)NC(=O)[C@H](CO)NC(=O)[C@H](CO)NC1=O (stereo partly drawn) | 110 | 100 | 105 | 109 | 107 | 111 | 111 | 115
COc1ccc(C(=O)c2sc3nc(-c4ccncc4)ccc3c2N)cc1OC | 92 | 86 | 89 | 86 | 98 | 102 | 98 | 94
O=C(COc1ccc(/C=C2\Oc3ccccc3C2=O)cc1)Nc1nc2ccccc2s1 | -75* | 19 | 76 | / | 90 | 66 | 68 | 116
CCOC(=O)CC(O)(c1ccccc1)c1ccccc1 | 110 | 107 | 109 | / | 115 | 115 | 107 | 113
Cc1ncccc1C(=O)Nc1ccc(-n2cnc3ccccc32)cc1 | 108 | 97 | 102 | 108 | 111 | 108 | 105 | 109
C[C@@H](C[C@H](CCOCc1cccnc1)c1ccccc1)c1cc2ccccc2o1 | 99 | 89 | 98 | 84 | 82 | 94 | 88 | 85
Cc1cc(N2CCOCC2)nc(N[C@@H]2CCC[C@H](Nc3ccnc4cc(Cl)ccc34)C2)n1 | 26 | 5.4* | 18 | 26 | 35 | 23 | 49 | 64
O=C1Nc2ccccc2/C1=N/N=C/c1coc2ccc(F)cc2c1=O | 103 | 95 | 92 | 95 | 92 | 96 | 94 | /
COc1cccc(-c2cn3c(ccc4ccccc43)n2)c1 | 39 | 46 | 15 | 41 | 62 | 17 | 53 | 46
Nc1ncnc2c1ncn2C1OC(COP(O)(=S)OC2C(CO)OC(n3ccc(=O)[nH]c3=O)C2F)C(O)C1F (stereo not drawn) | 106 | 86 | 105 | 105 | 116 | 110 | 107 | 86

4 compounds already listed, arranged by length of the SMILES, descending.
SMILES | DU-145 | OVCAR-8 | NCI/ADR-RES | IGROV1 | OVCAR-4 | OVCAR-3 | OVCAR-5 | SK-OV-3
Nc1ncnc2c1ncn2C1OC(COP(O)(=S)OC2C(CO)OC(n3ccc(=O)[nH]c3=O)C2F)C(O)C1F (stereo not drawn) | 106 | 86 | 105 | 105 | 116 | 110 | 107 | 86
Cc1cc(N2CCOCC2)nc(N[C@@H]2CCC[C@H](Nc3ccnc4cc(Cl)ccc34)C2)n1 | 26 | 5.4* | 18 | 26 | 35 | 23 | 49 | 64
C[C@@H](C[C@H](CCOCc1cccnc1)c1ccccc1)c1cc2ccccc2o1 | 99 | 89 | 98 | 84 | 82 | 94 | 88 | 85
O=C1Nc2ccccc2/C1=N/N=C/c1coc2ccc(F)cc2c1=O | 103 | 95 | 92 | 95 | 92 | 96 | 94 | /

Next part:
SMILES | DU-145 | OVCAR-8 | NCI/ADR-RES | IGROV1 | OVCAR-4 | OVCAR-3 | OVCAR-5 | SK-OV-3
O=C(c1ccccc1)N(C(=O)c1ccccc1)N1CCCC1 | 113 | / | 102 | / | 106 | 110 | 99 | 109
COC(=O)C(C)CNCCc1ccccc1 (stereo not drawn) | 105 | 105 | 102 | 104 | 113 | 103 | 110 | 100
CC(C)(c1ccccc1)c1cc(O)c(C(C)(C)c2ccccc2)cc1O | 63 | 46 | 44 | 42 | 31 | 39 | 79 | 43
COc1ccc(NC(=O)C(C)Sc2nc3ccccc3c(=O)n2Cc2ccc(S(N)(=O)=O)cc2)cc1 (stereo not drawn) | 106 | 99 | 96 | 103 | 101 | 110 | 105 | 160
CCCCn1c(O)c(N=NC2=NC3C(N2)N(CC)C(=O)N3CC)c2ccccc21 (stereo not drawn) | 119 | 101 | 108 | 112 | 112 | 120 | 107 | 110
Cc1cccc(C)c1NC(=O)CCl | 107 | 95 | 107 | 100 | 104 | 107 | 128 | 109
CCOC(=O)c1c(N2CCOCC2)[nH]c(=O)c(C=Nc2ccc(Cl)cc2)c1O | 142 | 93 | 100 | 34 | 93 | 120 | 116 | 101
COc1cccc(/C=C2\SC(=Nc3ccc(NC(C)=O)cc3)NC2=O)c1OC | 85 | 93 | 102 | 103 | 100 | 111 | 92 | 91
O=C1Nc2ccccc2/C1=N\n1c(N/N=C/c2cccc([N+](=O)[O-])c2)n[nH]c1=S | 105 | 101 | 99 | 102 | 117 | 117 | 98 | 104
O=c1[nH]c2ccccc2c(O)c1N=Nc1ccc(N=Nc2ccc(S(=O)(=O)O)cc2)cc1 | 107 | 96 | 100 | 97 | 97 | 105 | 108 | 95
COc1ccc(C(=O)C[n+]2ccccc2)c(OC)c1 | 105 | 99 | 104 | 106 | 110 | 105 | 107 | 100
Cc1cc(=O)oc2cc(Oc3nc(-c4cccs4)cn4c(-c5ccc(Cl)cc5)cnc34)ccc12 | 82 | 96 | 87 | 92 | 75 | 103 | 94 | 104

Looked up by compound from above (two):
SMILES | DU-145 | OVCAR-8 | NCI/ADR-RES | IGROV1 | OVCAR-4 | OVCAR-3 | OVCAR-5 | SK-OV-3
O=c1[nH]c2ccccc2c(O)c1N=Nc1ccc(N=Nc2ccc(S(=O)(=O)O)cc2)cc1 | 107 | 96 | 100 | 97 | 97 | 105 | 108 | 95
CC(C)(c1ccccc1)c1cc(O)c(C(C)(C)c2ccccc2)cc1O | 63 | 46 | 44 | 42 | 31 | 39 | 79 | 43

Further records follow.
SMILES | DU-145 | OVCAR-8 | NCI/ADR-RES | IGROV1 | OVCAR-4 | OVCAR-3 | OVCAR-5 | SK-OV-3
COc1sc(/C=N/NC(=O)c2[nH]c3ccc(Br)cc3c2-c2ccccc2)cc1Br | -8.0* | 12 | -65* | 12 | 42 | -0.8* | 0.8* | 40
O=C(Nc1ccccc1F)Nc1cccc2ccccc12 | 104 | 95 | 100 | 103 | 101 | 104 | 100 | 97
CCc1ccc(NC(=S)n2c(=O)cc(C)c3ccc(O)cc32)cc1 | 103 | 102 | 106 | 106 | 101 | 105 | 103 | 91
O=C1NC(Cc2ccccc2)C(=O)O1 (stereo not drawn) | 110 | 104 | 102 | 106 | 112 | 120 | 110 | 114
O=C(NCCCn1ccnc1)OCc1nc2nc(Cl)nc(N3CCOCC3)c2[nH]1 | 108 | 101 | 97 | 97 | 104 | 106 | 98 | 98
Cn1c(O)c(N=NC(=O)c2ccc(S(N)(=O)=O)cc2)c2ccccc21 | 104 | 100 | 105 | 107 | 108 | 106 | 109 | 116
COc1cc2c(=O)n(CCCn3ccnc3)c3c4cc5c(cc4ccc3c2cc1OC)OCO5 | 15 | 15 | 11 | 20 | 29 | -8.4* | 14 | -11*
Cc1cccc(N=Cc2ccc3c(c2)OCO3)c1 | 149 | 105 | 105 | 115 | 99 | 118 | 102 | 104
Cc1ccc(-c2ccnc3c2c(-c2ccccc2)nn3-c2ccccc2)cc1 | 106 | 103 | 109 | 113 | 115 | 113 | 105 | 110
CC(C)Sc1nc(NC2CC2)c(C#N)c(-c2ccc(C(C)C)cc2)n1 | 113 | 102 | 105 | 111 | 104 | 105 | 108 | 94
Clc1cccc(N/N=C/c2c[nH]c3ccc(Br)cc23)n1 | 64 | 42 | 2.5* | -33* | 61 | 19 | 14 | 25
Cc1cc(NS(=O)(=O)c2ccc(-c3cnc(C4CC4)o3)cc2)ccc1Cl | 14 | 13 | 0.3* | 28 | 45 | -21* | 22 | 32
CCOC(=O)CCOCCC(=O)OCC | 112 | 100 | 108 | 105 | 103 | 111 | 95 | 99
CC(=O)N1N=C(c2ccc(C)cc2)CC1c1ccc(Oc2ccc(Cl)cc2)cc1 (stereo not drawn) | 97 | 84 | 78 | 75 | 70 | 81 | 97 | 91
CCOC(=O)c1cnc2c(-c3nc4ccccc4s3)c(Nc3ccccc3)nn2c1N | 103 | 96 | 102 | 106 | 94 | 114 | 91 | 92
COc1ccc(C/C(C)=C(\c2ccc(O)cc2)c2ccc(OCCN3CCCCC3)cc2)cc1 | 91 | 91 | 91 | 81 | 87 | 89 | 83 | 105
O=c1cc(I)[nH]c(=O)[nH]1 | 103 | 100 | 106 | 102 | 104 | 120 | 98 | 105
NC(=S)N/N=C1/CCCCC12CCCC2 | 110 | 98 | 103 | 120 | 78 | 120 | 106 | 113
CCOC(=O)COc1ccc(/C=C2\CC/C(=C\c3ccc(OCC(=O)OCC)c(OC)c3)C2=O)cc1OC | 102 | 78 | 106 | 88 | 108 | 119 | 97 | 104
CCC(c1ccc(OC)cc1)C(CC)c1ccc(O)c(CN2CCN(C)CC2)c1 (stereo not drawn) | 92 | 67 | 60 | 68 | 60 | 80 | 80 | 79
Cc1sc2nc(NCc3ccccn3)[nH]c(=O)c2c1C | 93 | 101 | 98 | 97 | 106 | 97 | 108 | 89
c1ccc(-c2ccc(-c3nc4sccn4c3NCCN3CCOCC3)cc2)cc1 | 93 | 69 | 97 | 92 | 83 | 76 | 88 | 83
Cc1ccccc1NCC(C)O (stereo not drawn) | 120 | 102 | / | 94 | 96 | 119 | / | 92
O=C(Nc1cccc(OC(F)(F)F)c1)Nc1ccc2oc(=O)ccc2c1 | 65 | 56 | 62 | 68 | 53 | 29 | 96 | 121
Cc1ccc(S(=O)(=O)N2CCc3ccc(O)c4c3C2Cc2cc(Cl)ccc2-4)cc1 (stereo not drawn) | 86 | 75 | 43 | 58 | 70 | -3.9* | 99 | 70
Brc1ccc(Nc2nc3ccccc3nc2Nc2ccc(Br)cc2)cc1 | 14 | -31* | 5.0* | 1.3* | 13 | -55* | 6.4* | -17*
NCc1nc2ccccc2[nH]1 | 110 | 98 | 103 | 118 | 93 | 100 | 99 | 93
CC(C)(C)C1CCC(O)CC1 (stereo not drawn) | 113 | 105 | 108 | 116 | 113 | 101 | 98 | 98
CCOC(=O)/C(C#N)=C\Nc1ccccc1Cl | 100 | 103 | 103 | 106 | 98 | 96 | 96 | 110
CC(=O)Nc1ccc(OCc2cn(Cc3nc4ccccc4[nH]3)nn2)cc1 | 113 | 100 | 103 | 105 | 107 | 106 | 105 | 97
COc1ccc(NCc2nnc(-c3ccc(Cl)cc3)o2)cc1 | 104 | 75 | 95 | 85 | 86 | 102 | 99 | 79
COc1cc(-c2nn(-c3cccc(NC(=O)Nc4ccccc4)c3)cc2-c2ccncc2)ccc1Cl | 101 | 78 | 73 | 87 | 91 | 86 | 91 | 97
CC(=O)OCCc1ccccc1 | 134 | 99 | 86 | 101 | 106 | 137 | 91 | 102
CCc1ccc(Oc2c(-c3ccc(OCCc4cccc(C(F)(F)F)c4)cc3O)n[nH]c2C(F)(F)F)cc1 | 26 | / | 42 | 33 | 22 | 0.6* | 84 | 65
CCC(C)N(c1ccc(OC)cc1)c1nc(-c2ccc(Br)cc2)cs1 (stereo not drawn) | 102 | 109 | 108 | 100 | 99 | 107 | 106 | 105
NS(=O)(=O)c1ccc(NC(=O)CCS(=O)(=O)c2ccccc2)cc1 | 117 | 103 | 104 | 106 | 112 | 121 | 108 | 103
Cc1c(-c2cnc3ccc(Br)cc3c2C(=O)O)nnn1-c1ccc([N+](=O)[O-])cc1 | 111 | 97 | 113 | 107 | 108 | 107 | 101 | 86
COc1ccc(-c2nc3sccn3c2/C=C/C(=O)c2ccc[nH]2)cc1 | 100 | 87 | 92 | / | 93 | 104 | 99 | 94
C[C@@H]1C(=O)O[C@H]2[C@H]1CC/C(COC(=O)OC/C1=C/CC[C@@]3(C)O[C@H]3[C@H]3OC(=O)[C@@H](C)[C@@H]3CC1)=C\CC[C@@]1(C)O[C@@H]21 | 105 | 104 | 103 | 101 | 100 | 100 | 103 | 104
Nc1nc2ccccc2c2c(=O)c3ccc(Cl)cc3sc12 | 98 | 103 | 110 | 102 | 92 | 104 | 101 | 98
O=C(Nc1ncc(Cc2ccccc2Cl)s1)c1ccc2c(c1)OCCO2 | 9.8* | 24 | 15 | 28 | 43 | -14* | 33 | 32
C/C(=N\O)c1ccc(OC(=O)c2cc(-c3ccc(S(C)(=O)=O)cc3)nc3ccccc23)cc1 | 100 | 96 | 102 | 92 | 93 | 103 | 98 | 95
COc1cc2nc(Nc3cccc(F)c3)nc(Nc3cc(C)[nH]n3)c2cc1OC | -95*[20 µM] | -42*[20 µM] | -58*[20 µM] | -96*[20 µM] | -88*[20 µM] | -80*[20 µM] | -100*[20 µM] | -90*[20 µM]
N#CCCN(Cc1cccnc1)CN1C(=O)c2ccccc2C1=O | 113 | 101 | 107 | 110 | / | 109 | 115 | 94
CS(=O)(=O)OCCCS(=O)(=O)O | 129 | 98 | 103 | 118 | 112 | 116 | 120 | 107
O=C1C=C(NCCCCCCN2C(=O)c3cccc4cccc(c34)C2=O)C(=O)c2cc3ccccc3cc21 | 121 | 109 | / | 84 | / | 128 | 119 | 94
COc1cc(C2CC(c3cc(OC)c(OC)c(OC)c3)=NN2C=O)ccc1Oc1ccnc2cc(Cl)ccc12 (stereo not drawn) | 91 | 72 | 59 | 78 | 74 | 69 | 84 | 102
O=S(=O)(NCCCNc1cc(-c2c(-c3cccc(O)c3)nc3sccn23)ccn1)c1cccc(F)c1 | 89 | 53 | 89 | 67 | 77 | 72 | 109 | 80
C(=N\Nc1ncc(-c2cc3cc4c(cc3o2)OCO4)s1)/c1c2ccccc2cc2ccccc12 | 105 | 93 | 90 | 79 | 84 | 100 | 111 | /
CCN(CC)CCCOc1ccc2ncnc(Nc3ccc(Oc4cccc(C(F)(F)F)c4)c(Cl)c3)c2c1 | 3.4* | 17 | 2.2* | -53* | 7.2* | -35* | 5.7* | 13
O=C(NCc1ccccc1)NNC(=O)c1ccc(NC(=O)c2ccccn2)cc1 | 114 | 106 | 96 | 102 | 112 | 119 | 124 | 112

Screening data deposited in PubChem BioAssay by NCI.
